Screens deposited in PubChem by The Scripps Research Institute Molecular Screening Center.
TbREL1 inh = TbREL1 inhibition, primary screen. 0.49% of 89,000 active. P86926. TbREL1 RNA ligation, FRET fluorescence. inhibition, % at 9.66 µM;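 active means inhibition above the mean inhibition across all screened compounds plus 3 SD, cut at about 11% in these data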;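 further: 0% = plate median of test wells and 100% = NSC42067 control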
Target sequence (P86926 whole entry, looked up): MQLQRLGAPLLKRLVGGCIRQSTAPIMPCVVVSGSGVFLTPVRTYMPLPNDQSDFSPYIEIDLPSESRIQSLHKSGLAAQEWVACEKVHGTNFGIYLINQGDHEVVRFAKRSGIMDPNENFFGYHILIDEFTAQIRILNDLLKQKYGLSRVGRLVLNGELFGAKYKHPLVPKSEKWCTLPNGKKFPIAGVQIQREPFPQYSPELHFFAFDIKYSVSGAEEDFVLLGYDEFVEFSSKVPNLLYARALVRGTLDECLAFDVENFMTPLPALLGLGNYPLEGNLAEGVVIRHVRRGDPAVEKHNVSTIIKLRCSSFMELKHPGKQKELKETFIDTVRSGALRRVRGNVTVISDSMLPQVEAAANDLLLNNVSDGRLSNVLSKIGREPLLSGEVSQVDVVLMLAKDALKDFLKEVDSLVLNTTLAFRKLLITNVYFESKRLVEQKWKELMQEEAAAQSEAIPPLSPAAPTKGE
An asterisk follows results filed as active. These rows are one share of the data; count on the stated rates, not on these rows.

SMILES | TbREL1 inh
CCCC[C@@H]1C=C(C(=O)O)[C@H](c2ccc(C)cc2)N1S(=O)(=O)c1ccc(C)cc1 | -0.6
Cc1c(S(=O)(=O)NC2CCCCC2)c(=O)n(C)c(=O)n1C | -0.6
CN1CCN(c2ccccc2NC(=O)c2ccc3c(c2)OCCO3)CC1 | -0.4
COCCN(CCOC)c1ncnc2c1cnn2-c1ccccc1 | -2.4
Cc1cc(C)cc(-n2c(C)cc(/C=N/NC(=O)CSc3ncccn3)c2C)c1 | -4.3
Cc1cc(OCC(=O)Nc2ccccc2N2CCCC2)ccc1C(C)C | 0.2
CCOc1ccc(S(=O)(=O)Nc2ccc(C(=O)NCC3CCCO3)cc2)cc1 (stereo unspecified) | -2.7
CCCC(=O)Nc1ccc(N2CCOCC2)cc1 | -4.2
CN(C(=O)COC(=O)c1cc2ccccc2oc1=O)C1CCCCC1 | 5.4
CC(=O)C(=Cc1ccc(-c2ccccc2)cc1)C(=O)c1ccccc1 | 1.7
COc1ccc(CCNC(=O)Cn2cnc3sc(C)c(-c4ccc(F)cc4)c3c2=O)cc1OC | -2.2
Cc1c(-c2ccc(F)cc2)nc(N)c(C#N)c1-c1cccnc1 | -2.5
COc1ccc2nc(C)cc(NCc3cccc(C(F)(F)F)c3)c2c1 | 12.6*
CCC(=O)Nc1ccc(NC(=O)c2ccccn2)cn1 | -0.8
Cc1cccc(CN[C@@H]2CC[C@@]34CCCN3C(=O)CCC[C@H]4C2)c1 | 2.4
COc1cccc(CNC(=O)C(=O)NCC(c2ccco2)N2CCOCC2)c1 (stereo unspecified) | -2.0
CC(=O)Nc1nnc(S(=O)(=O)N2CCN(c3ccc([N+](=O)[O-])cc3Cl)CC2)s1 | 2.8
CC(=O)NCC(=O)NC1(C(=O)NC2CCCC2)CCCCC1 | 0.1
COCC(C)NC(C(=O)Nc1ccc(C)c(Cl)c1)c1ccccc1 (stereo unspecified) | -3.1
CC1(C)SCC(C(=O)O)N1C=O (stereo unspecified) | -0.2

3 compounds from above, sorted by the number in TbREL1 inh, smallest number first:
smiles	TbREL1 inh
CC1(C)SCC(C(=O)O)N1C=O (stereo unspecified)	-0.2
CC(=O)NCC(=O)NC1(C(=O)NC2CCCC2)CCCCC1	0.1
COc1ccc2nc(C)cc(NCc3cccc(C(F)(F)F)c3)c2c1	12.6*

Quoted at random: two entries already listed, in no set order.
SMILES | TbREL1 inh
Cc1c(-c2ccc(F)cc2)nc(N)c(C#N)c1-c1cccnc1 | -2.5
CC(=O)Nc1nnc(S(=O)(=O)N2CCN(c3ccc([N+](=O)[O-])cc3Cl)CC2)s1 | 2.8

Next part
SMILES | TbREL1 inh
CCOc1ccc(NC(=O)OCCN2CCN(CCc3ccccc3)C(C)C2)cc1 (stereo unspecified) | -0.7
Cc1nc2cc(Oc3nc(NCCN(C)C)nc4ccsc34)ccc2s1 | 4.0
Cc1ccc(Cn2cc(CN3CC(N4CCCC4)CS3(=O)=O)nn2)cc1 (stereo unspecified) | 6.0
Cc1ccc(C(C)(C)NC(=O)C2CCC(=O)N(C3CCCCCC3)C2)cc1 (stereo unspecified) | -2.6
Cc1cc(Cl)ccc1Oc1ccc(C(N)=O)cc1[N+](=O)[O-] | -0.2
CC(=O)c1cccc(NC(=O)C2(C)Cc3c(-c4cccc(C(N)=O)c4)ccnc3O2)c1 (stereo unspecified) | 3.0
Clc1ccc([C@H]2OC[C@@]3(CNCc4ccc5c(c4)OCO5)CS[C@H](c4ccc(Cl)cc4)N23)cc1 | 6.7
Cn1nc(C(=O)N2CCN(c3ccccc3F)CC2)c2c1-c1ccccc1S(=O)(=O)C2 | 1.6
O=[N+]([O-])c1ccc(OCC2CC(c3ccccc3)=NO2)cc1 (stereo unspecified) | 1.1
COc1ccc(-n2c(Cc3cccn3C)nnc2SCC(=O)Nc2ccccc2)cc1 | -6.5
CC(C)NC(=O)c1cc2cc(Br)ccc2oc1=O | -1.8
COCCCNC(=O)Nc1ccc(Br)cc1Cl | 0.6
O=C(Nc1ccc(F)cc1)/C(=C1/CCCCCN1)[N+](=O)[O-] | -1.0
Cc1ccccc1-n1c(Cn2c(=O)sc3ccccc32)nnc1SCC(N)=O | -1.2
Cc1ccc(S(=O)(=O)N(C)c2ccc(C(=O)Nc3c(C)n(C)n(-c4ccccc4)c3=O)cc2)cc1 | -0.1
CC1CCCCC1NCC#CCOc1ccc(Cl)cc1 (stereo unspecified) | 7.0
O=C(CN1CCN(CCO)CC1)Nc1ccccc1 | 4.7
Cc1ccc(C(C(=O)Nc2ccc3c(c2)OCO3)N(C)C(=O)/C=C\c2ccc3c(c2)OCO3)cc1 (stereo unspecified) | 0.8
CCc1cccc(NC(=O)c2cccc(S(=O)(=O)N3CCN(C)CC3)c2)c1 | 0.0
COc1cc(C(CC(=O)O)n2cnnn2)ccc1OC(C)C (stereo unspecified) | -0.8

Some of the entries above, set out differently.
compound	TbREL1 inh
O=C(Nc1ccc(F)cc1)/C(=C1/CCCCCN1)[N+](=O)[O-]	-1.0
Cc1ccc(C(C(=O)Nc2ccc3c(c2)OCO3)N(C)C(=O)/C=C\c2ccc3c(c2)OCO3)cc1 (stereo unspecified)	0.8
COCCCNC(=O)Nc1ccc(Br)cc1Cl	0.6
Cc1ccc(S(=O)(=O)N(C)c2ccc(C(=O)Nc3c(C)n(C)n(-c4ccccc4)c3=O)cc2)cc1	-0.1

Continued:
SMILES | TbREL1 inh
CC(C)(C)[C@@H]1CCC(=O)N(CC[C@H](Sc2ccccc2)c2ccccc2)CC1 | 0.1
O=C(NC1CCCCN(Cc2ccc(Cl)cc2)C1=O)c1cccc(C(F)(F)F)c1 (stereo unspecified) | 7.2
COc1ccc(Cn2c(C)nc3oc4cc(OC)ccc4c(=O)c3c2=O)cc1 | 2.2
COc1ccccc1CNC(=O)CCCN1C(=O)COc2ccc(C)cc21 | -0.5
CCOc1ccccc1C1CC(=O)NC(SCC(=O)Nc2nccs2)=C1C#N (stereo unspecified) | -3.5
COc1ccc(C(CNC(=O)Cc2ccccc2F)N2CCCCC2)cc1 (stereo unspecified) | 3.5
COC(=O)c1cc(OC)c(OC)cc1NC(=O)c1ccc(C)cc1 | -1.2
NC(=O)c1nsc(C(=O)N(Cc2ccco2)C(C(=O)NC2CCCC2)c2ccc(O)cc2)c1N (stereo unspecified) | -1.3
CC12CCC(C(=O)NNc3ccc([N+](=O)[O-])cc3)(OC1=O)C2(C)C (stereo unspecified) | 0.6
CCCCCNC(=O)C1C(=O)Nc2ccccc2C(=O)N1c1c(C)cccc1C (stereo unspecified) | -1.5

Given in markdown: part of the list above
| canonical_smiles | TbREL1 inh |
| --- | --- |
| COC(=O)c1cc(OC)c(OC)cc1NC(=O)c1ccc(C)cc1 | -1.2 |
| NC(=O)c1nsc(C(=O)N(Cc2ccco2)C(C(=O)NC2CCCC2)c2ccc(O)cc2)c1N (stereo unspecified) | -1.3 |
| CC12CCC(C(=O)NNc3ccc([N+](=O)[O-])cc3)(OC1=O)C2(C)C (stereo unspecified) | 0.6 |

Later entries:
SMILES | TbREL1 inh
Cc1nc2sc(C(c3ccc(Br)cc3)N3CC(C)OC(C)C3)c(O)n2n1 (stereo unspecified) | 6.4
CCCCc1nc2cc(C(=O)N3CCCCC3CC(=O)OCC)ccc2o1 (stereo unspecified) | -4.4
CC(C(=O)NCc1ccco1)n1ccc2cc(S(=O)(=O)N3CCCC3)ccc21 (stereo unspecified) | -2.8
CCc1ccccc1NC(=O)CCC(=O)OCC(=O)c1ccc(-c2ccccc2)cc1 | 0.2
CCN(C(=O)c1cnc(N2CCN(c3ncccn3)CC2)c2ccccc12)c1cccc(Cl)c1 | -1.6
FC(F)(F)c1ccc(Cn2ccc3ccc(-c4ccc5ccn(Cc6ccc(C(F)(F)F)cc6)c5c4)cc32)cc1 | 1.9
CC(C)NC(=O)c1ccc(COCC(F)(F)F)cc1 | -1.2
Cc1c(NC(=O)/C(=C/c2cccs2)c2cccs2)c(=O)n(-c2ccccc2)n1C | -3.4
O=C(CSC1=NC(=O)C(Cc2ccccc2)C(=O)N1)Nc1ncc(Br)cc1Br (stereo unspecified) | 0.9
Cc1noc(C)c1S(=O)(=O)NCCc1ccc(S(N)(=O)=O)cc1 | 1.5
CCn1cc([N+](=O)[O-])c(C(=O)N2N=C(c3ccc4ccccc4c3)CC2c2ccccc2O)n1 (stereo unspecified) | -2.5
CCOC(=O)c1cnc(-n2nc(C)cc2C)nc1N(C)C | 1.1
CCCCOC(=O)CCn1[nH]c(=O)c2ccccc2c1=O | 2.6
CC1CCN(C(=O)c2ccc(S(=O)(=O)N3CCCC3)cc2)CC1 | -1.3
CCOc1c(Br)cc(C2CC(=O)Nc3cc(OC)c(OC)cc32)cc1OC (stereo unspecified) | -1.6
CCCCn1c(N)c(N(CCOC)C(=O)CCC2CCCCC2)c(=O)[nH]c1=O | -0.4
CN(C(=O)C(C)(C)C)[C@H]1C[C@H]2c3[nH]c4ccccc4c3CCN2C(=O)[C@H]1CO | -1.4
COc1ccc(NC(=O)c2ccccc2N(Cc2ccccc2)S(C)(=O)=O)cc1 | -1.9
COCCN1CCCC(CNCc2cn(C)nc2-c2ccc(Oc3ccccc3)cc2)C1 (stereo unspecified) | -4.8
COC(=O)[C@H](Cc1ccc(O)cc1)NC(=O)Cn1ccc(NC(=O)OCc2ccccc2)nc1=O | -0.4
COc1cccc(/C(O)=C2/C(=O)C(=O)N(CCN(C)C)C2c2ccccn2)c1 (stereo unspecified) | -0.6
COc1cc(OC)cc(C(=O)NNC(=O)Cc2cccs2)c1 | 1.7
OC(CN1CCc2ccccc2C1)c1ccccc1 (stereo unspecified) | -0.4
O=C(Cn1c(COc2ccccc2)nc2ccccc21)Nc1cccc(Cl)c1 | 2.3
CCCCn1c(N)c(N(CCOC)C(=O)COC(=O)CCOc2ccccc2)c(=O)[nH]c1=O | -0.5
CN1CCN(S(=O)(=O)c2cccc(S(=O)(=O)c3ccc(Cl)cc3)c2)CC1 | 2.4
CC(=O)c1cccc(CN2CCC(n3nccc3NC(=O)CCOc3ccccc3)CC2)c1 | 1.1
O=[N+]([O-])c1ccc(CN2CCOCCOCCOCC2)cc1 | 0.1
COc1ccc(N(C)S(=O)(=O)c2cccc(C(=O)N3CCN(Cc4ccc5c(c4)OCO5)CC3)c2)cc1 | -1.7
Cc1ccccc1NC(=O)NNC(=O)c1ccc2ccccc2c1 | 0.7
CC12C(=O)N(Cc3ccco3)C(=O)C1C1c3ccccc3C2c2ccccc21 (stereo unspecified) | -0.5
CCN1CCN(Cc2ccc(NC(=O)c3ccc(C)c(NC(=O)c4ccnnc4)c3)cc2C(F)(F)F)CC1 | -0.9
COCCN1C(=O)N[C@@H](c2ccccc2)[C@@H](C(=O)OC)[C@H]1C | 1.9
O=C(CSc1nc2[nH]ncc2c(=O)n1-c1ccccc1)c1ccc2c(c1)OCCO2 | 4.0
C=C1CCN([C@@H](C)C(=O)NCCCCCC)S(=O)(=O)c2ccccc21 | -1.3
CCOC(=O)N1CCC2CC1c1cc(Cl)ccc12 (stereo unspecified) | -1.0
CC(C)(C)C(=O)NC(NC(=O)C(C)(C)C)c1ccc([N+](=O)[O-])cc1 | -3.5
O=C(NC(Cc1ccccc1)C(=O)O)c1ccc(S(=O)(=O)N2CCCCC2)cc1 (stereo unspecified) | 1.8
CCOC(=O)c1c(NC(=O)c2ccc(S(=O)(=O)N(C)CC3CCCO3)cc2)sc2c1CCN(C)C2 (stereo unspecified) | -3.6
O=C(c1ccc2c(c1)OCO2)N1CCC(Cc2ccccc2)CC1 | 1.5
O=C(Nc1cc(S(=O)(=O)N2CCOCC2)ccc1N1CCCC1)c1ccc(F)cc1 | 4.2
CCCC1CCC2(CCCN2CCOC(=O)Nc2ccccc2C)CC1 (stereo unspecified) | 0.2
O=C(Nc1ccc(Cl)c(C(F)(F)F)c1)[C@@H]1CC=C[C@@H]2CCN(Cc3ccc(Cl)c(Cl)c3)C(=O)[C@@H]21 | 4.0
CCOC(=O)c1cc([N+](=O)[O-])c([N+](=O)[O-])cc1NC(C)=O | 1.9
CCCCCCN1CCN(C2CN(Cc3cn(Cc4ccc(Cl)cc4)nn3)S(=O)(=O)C2)CC1 (stereo unspecified) | -0.3
O=C(CCNC(=O)c1ccc([N+](=O)[O-])cc1)Nc1cccc(S(=O)(=O)N2CCCCC2)c1 | 0.4
CCOc1ccc(Oc2c(Cl)cnn(-c3ccc(C)cc3)c2=O)cc1 | 4.2
Cc1cc(C)n(-c2ccc(C(=O)OCC(=O)Nc3ccccc3F)cc2)n1 | -0.7
O=C(O)CCC(=O)Nc1ccc(OCC2CCCO2)cc1 (stereo unspecified) | 3.5
COc1ccccc1NS(=O)(=O)c1ccc(N/N=C/c2c(C)nn(-c3ccccc3)c2N2CCCC2)c([N+](=O)[O-])c1 | -0.2

The results go on.
SMILES | TbREL1 inh
CC1=C(C(=O)Nc2ccccc2)C(c2ccccn2)n2nc(CCCO)nc2N1 (stereo unspecified) | 3.8
COc1ccccc1N1CC(C(=O)OCc2nc(N)nc(Nc3ccccc3)n2)CC1=O (stereo unspecified) | 1.7
O=C(Nc1ccc2oc(-c3ccncc3)nc2c1)c1cccs1 | -0.5
CCCCn1c(N)c(N(CC)C(=O)C2COc3ccccc3O2)c(=O)[nH]c1=O (stereo unspecified) | -1.3
C[C@H]1[C@@H](OC(=O)NCc2ccccc2)CC[C@@]23CCCN2C(=O)CCC[C@@H]13 | -3.5
CCCC(c1nnnn1Cc1ccco1)N1CCC(C(N)=O)CC1 (stereo unspecified) | 3.8
COc1ccc(-c2nn(-c3ccccc3)cc2/C=C/C(=O)O)cc1[N+](=O)[O-] | 2.9
COC(=O)c1cc(NC(=O)COC(=O)CCc2c[nH]c3ccccc23)cc(C(=O)OC)c1 | -5.4
O=C(NCc1ccco1)c1cccc(NC(=O)c2ccco2)c1 | 6.0
CCC1=Nc2cc(C(=O)O)ccc2Sc2ccccc21 | -2.4
Cc1onc(-c2c(F)cccc2Cl)c1C(=O)N(C)C1CCCCC1 | 4.2
COc1cc(OC)cc(-c2c(C#Cc3ccsc3)c3cc(-c4ccccc4OC)ccc3n2C)c1 | 1.3
COc1cccc(/C=N/NC(=O)CNC(=O)CCc2ccccc2)c1O | 1.1
